NOD1 NF-kB reporter: NOD1 signaling inhibitors, primary screen, cell-based, luminescence, uHTS (AID 1578). NOD1-driven NF-kB luciferase reporter cells, luminescence; higher % means a stronger effect. inhibition, % at 4 µM, or EC50 in µM where a hit was titrated. actives 1% (n = 290,000); in the data active = inhibition mostly above about 36%, no sharp cut-off; inactive = mostly below about 34%;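 note: HEK-293T reporter cells stimulated with the NOD1 agonist gamma-tri-DAP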
NOD2 inhibition: NOD2 signaling inhibitors, cell-based, luminescence, uHTS, HEK293 (AID 1566); one-dose inhibition, % at 4 µM; EC50 in µM for titrated hits; HEK293 NOD2/NF-kB luciferase reporter, luminescence; higher % means a stronger effect; actives 0.63% (n = 290,000); note: many of its hits are not listed in these tables
GPR55 LPI antagonism: GPR55 antagonists blocking LPI-driven arrestin recruitment, primary screen, imaging, U2OS, beta-arrestin-GFP, LPI agonist (AID 2013); U2OS GPR55 beta-arrestin-GFP translocation imaging, LPI antagonism; higher % means a stronger effect; inhibition, % at 10 µM; hits with a dose series show IC50 in µM; actives 0.13% (n = 290,000);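 active = spots per cell inhibited over 60%, with over 100 cells counted and total cytoplasm intensity under 500,000; inconclusive = wells with under 100 cells, flagged as likely toxic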;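 note: U2OS cells stably carrying GPR55 and arrestin-GFP stimulated by 5 µM LPI near EC80; imaged beta-arrestin-GFP aggregate spots per cell after agonist stimulation; plate controls were LPI-stimulated DMSO wells for no effect and DMSO wells without LPI for full effect; some results filed as inactive read as strong as hits; confirmed hits need IC50 under 10 µM and bright autofluorescent wells are also inconclusive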
GPR35 arrestin U2OS: GPR35 antagonists blocking zaprinast-driven arrestin recruitment, primary screen, imaging, U2OS, beta-arrestin-GFP, zaprinast agonist (AID 2058); actives 0.052% (n = 290,000); inhibition, % at 10 µM, or IC50 in µM where a hit was titrated; U2OS GPR35 beta-arrestin-GFP translocation imaging, zaprinast antagonism; higher % means a stronger effect;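 active = inhibition of at least 50% with at least 30 cells and total cytoplasm GFP at most 10,000,000; inconclusive = under 30 cells or total GFP of 10,000,000 plus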
HIV fusion peptide: cell-free HIV fusion peptide-binding blockers – biochemical, uHTS, fluorescence dequenching, primary screen (AID 1986); cell-free peptide binding, fluorescence dequenching, 30 min; higher % means a stronger effect; inhibition, % at 20 µM; hits with a dose series show IC50 in µM; actives 0.3% (n = 290,000); in the data active = inhibition mostly above about 52%, no sharp cut-off; inactive = mostly below about 76%; note: some results filed as inactive read as strong as hits
KOR beta-arrestin-1: kappa opioid receptor blockers – cell-based, luminescence, uHTS (AID 1778); actives 0.091% (n = 290,000); KOR beta-arrestin recruitment, luminescence, antagonist mode; higher % means a stronger effect; inhibition, % at 10 µM; hits with a dose series show IC50 in µM; note: strong numbers were not always called active
KOR beta-arrestin-2: KOR agonists, beta-arrestin recruitment, primary screen, cell-based, luminescence, uHTS (AID 1777) | KOR beta-arrestin recruitment, luminescence; higher % means a stronger effect | activation, % at 10 µM; hits with a dose series show EC50 in µM | actives 0.02% (n = 280,000); in the data active = activation above about 50%, passing the limit was not always enough; note: a part of the inactive calls stands beside numbers as strong as those of hits
Myeloid diff MLP: promotes myeloid progenitor differentiation; ER-HoxA9 myeloid progenitors, lysozyme-GFP differentiation, flow cytometry; actives 1% (n = 360,000); calls only at 10 µM; AID 624256;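 active = normalized GFP-positive differentiation at or above the plate's own cutoff, the solvent-only control mean plus 3 SD; inconclusive = no clear call, values can overlap the other calls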;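 note: cells exposed to compound for four days before flow analysis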
GPR55 activation: GPR55 agonists via beta-arrestin recruitment, primary screen, imaging, U2OS cells, beta-arrestin-GFP redistribution (AID 1961). U2OS GPR55 beta-arrestin-GFP redistribution imaging; higher % means a stronger effect. activation, % at 10 µM, or EC50 in µM where a hit was titrated. actives 0.048% (n = 290,000);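 active = activation above 40% with more than 50 cells counted in the well; inconclusive = wells holding fewer than 50 cells, flagged as toxic or sparse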;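 note: U2OS osteosarcoma cells stably expressing GPR55 and beta-arrestin-GFP; plate controls were DMSO negative control for no effect and LPI positive control for full effect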
Myeloid diff MLP GFP+ MAC1+ %: further read-out of Myeloid diff MLP, marked with its call; GFP+ MAC1+ double positive, %; measured here: differentiation confirmed by MAC1 staining
* hit, by the source's call; i = inactive; ? = inconclusive; . = not tested or not shown; + = active, no number; [ ] = another dose, or the depositor's remark. Cut-off read from the data, not from the text of the source, unless noted: active = inhibition above about 50%; inactive = the rest. The list is partial; count on the stated rates, not on these rows.

SMILES	NOD1 NF-kB reporter	NOD2 inhibition	GPR55 LPI antagonism	GPR35 arrestin U2OS	HIV fusion peptide	KOR beta-arrestin-1	KOR beta-arrestin-2	Myeloid diff MLP	Myeloid diff MLP GFP+ MAC1+ %	GPR55 activation
COc1ccc(Br)cc1/C=N/n1c(-c2ccccc2)n[nH]c1=S	-16%	8%	10%	8%	-2.1%	-36%[20 µM]	-2.6%	i	0.5	-0.2%
CCOC(=O)N1CCN(C(=O)c2ccc3c(=O)n4c(nc3c2)CCCCC4)CC1	-16%	-6%	5%	15%	-2.1%	-22%	5.0%	.	.	0.4%
Cc1cccc(CCNC(=O)CCNC(=O)Cn2ccc3ccccc3c2=O)c1	-19%	10%	8%	-3%	2.0%	12%	-0.3%	i	3.1	0.2%
CC1Sc2ccc(C(=O)O)cc2NC1=O (stereo unspecified)	10%	13%	8%	-3%	-1.7%	-23%	-1.7%	i	0.9	0.0%
COc1ccc(-c2cc(C(=O)N3CCCCCC3)no2)cc1	-30%	-121%	3%	2%	0.1%	-9%	-3.7%	i	0.3	-0.3%
CC(C(=O)NC(C)(C)C)N(Cc1cccs1)C(=O)CCN1CCc2ccccc21 (stereo unspecified)	-15%	4%	0%	1%	0.0%	-7%	-1.8%	i	0.1	-0.3%
CCOC(=O)C1C(=O)NC(c2ccccc2)=NC1c1ccc(O)c(OC)c1 (stereo unspecified)	-32%	6%	10%	-1%	-1.3%	-3%	-0.9%	i	0.2	-0.2%
Nc1c(S(=O)(=O)c2cccs2)c2nc3ccccc3nc2n1CCc1ccccc1	-24%	7%	4%	0%	-1.3%	-10%	-2.9%	.	.	0.0%
CCC(COC(C)=O)Nc1nc2c([nH]1)c(=O)n(C)c(=O)n2C (stereo unspecified)	-12%	0%	13%	0%	0.2%	22%	2.4%	i	0.3	-0.1%
CCN(CC1CCCN(CCc2cccc(OC)c2)C1)C(=O)C=C(C)C (stereo unspecified)	-23%	3%	4%	-17%	-1.1%	-21%[20 µM]	-7.6%	i	0.5	0.3%
Cc1ccccc1-c1noc(-c2ccccc2C(=O)NCC2CCCO2)n1 (stereo unspecified)	8%	13%	-10%	5%	-0.1%	27%	-2.7%	i	1.0	0.4%
Cc1ccc(NC(=O)CN2CCN(C(=O)C3CCCO3)CC2)c(C)c1 (stereo unspecified)	-9%	14%	12%	20%	0.1%	2%	-4.4%	i	1.9	0.4%
CN(C)S(=O)(=O)c1ccc(Cl)c(C(=O)NCCNC(=O)c2cc(S(=O)(=O)N(C)C)ccc2Cl)c1	5%	19%	?	-8%	-2.3%	-8%	-20%	i	0.1	-0.1%
CCOC(=O)c1oc2ccccc2c1CSc1nnnn1-c1ccccc1	-12%	-1%	27%	-2%	0.2%	3%	3.2%	i	1.0	-0.1%
O=c1[nH]c(C2CCN(S(=O)(=O)c3cccc(C(F)(F)F)c3)CC2)nc2c1nnn2Cc1cccc(F)c1	-9%	8%	3%	-6%	2.4%	14%	-4.3%	i	1.1	0.6%
CC(C)(C)C(=O)N1NC(=Nc2ccccc2)SC1(C)C	-8%	-12%	16%	9%	-1.3%	8%	0.1%	i	0.4	-0.1%
O=C(Cc1ccccc1)NCC(=O)N1CCN(c2ccccc2)CC1	-14%	4%	4%	-5%	-0.6%	-12%	-2.5%	i	0.4	-0.1%
Cn1c(COc2ccc(Cl)cc2)nnc1SCc1ncc(-c2ccccc2)o1	18%	6%	-15%	14%	-0.6%	1%	-4.2%	i	1.4	-0.3%
COC(=O)c1cn(NC(=O)c2cc(OC)c(OC)c(OC)c2)c(=O)c2ccccc12	-1%	15%	-2%	2%	-0.7%	27%	-2.7%	i	0.6	-0.1%
OCCN1CCN(c2nc(N3CCCCC3)nc(N3CCCCC3)n2)CC1	40%	19%	-8%	-4%	2.3%	10%	-3.4%	i	1.9	-0.1%
Cc1c(C(=O)C(=O)N2c3ccccc3CC2C)c2ccccc2n1C (stereo unspecified)	-24%	11%	-8%	7%	-1.4%	-18%	0.3%	i	0.1	0.1%
Cc1ccc2c(c1)N(C(=O)CCC(=O)NC1CCCCCC1)CC(C)O2 (stereo unspecified)	-18%	5%	-8%	-15%	-0.1%	22%[20 µM]	-1.6%	i	4.7	0.5%
COc1ccc(-n2c(-c3cnccn3)n[nH]c2=S)cc1	.	-3%	7%	-2%	-3.4%	-9%	4.4%	i	5.9	-0.2%
COc1cc(/C=N/NC(=O)C(=O)N2CCCC2)ccc1O	-18%	-5%	-4%	-11%	-0.8%	27%	-3.8%	i	0.7	-0.4%
Cc1ccc(O)c(Nc2nc(-c3ccccc3)nc3ccccc23)c1	7%	3%	-12%	11%	0.7%	-16%[20 µM]	-0.4%	i	1.2	0.2%
COCCCNC(=O)C(C#N)c1nc2ccccc2nc1N1CCN(Cc2ccccc2)CC1 (stereo unspecified)	-4%	-9%	0%	-5%	26%	-14%	10%	i	0.7	-0.2%
CCOc1ccccc1N1CCN(C(=O)c2c(-c3c(F)cccc3Cl)noc2C)CC1	-11%	2%	21%	-8%	1.1%	-9%	1.3%	i	3.2	-0.1%
CCN(CC)c1ccc(/C=N/NC(=O)Nc2ccccc2)cc1	-54%	-87%	7%	10%	1.1%	-7%	-6.3%	i	0.6	0.5%
CCOC(=O)c1ccc(N=C2C(=S)N(c3ccc(C(=O)OCC)cc3)C(=N)N2/N=C/c2ccccc2)cc1	-29%	-4%	-2%	3%	8.4%	-9%	1.6%	i	0.7	0.5%
O=C1C(=O)N(CCCN2CCOCC2)C(c2ccc([N+](=O)[O-])cc2)/C1=C(\O)c1ccc2c(c1)OCCO2 (stereo unspecified)	-7%	3%	-3%	-6%	-0.7%	-8%	4.1%	i	0.0	-0.1%

Some of the entries so far, in markdown.
| canonical_smiles | NOD1 NF-kB reporter | NOD2 inhibition | GPR55 LPI antagonism | GPR35 arrestin U2OS | HIV fusion peptide | KOR beta-arrestin-1 | KOR beta-arrestin-2 | Myeloid diff MLP | Myeloid diff MLP GFP+ MAC1+ % | GPR55 activation |
| --- | --- | --- | --- | --- | --- | --- | --- | --- | --- | --- |
| COc1ccc(-n2c(-c3cnccn3)n[nH]c2=S)cc1 | . | -3% | 7% | -2% | -3.4% | -9% | 4.4% | i | 5.9 | -0.2% |
| COc1cc(/C=N/NC(=O)C(=O)N2CCCC2)ccc1O | -18% | -5% | -4% | -11% | -0.8% | 27% | -3.8% | i | 0.7 | -0.4% |

Going on with the list:
SMILES	NOD1 NF-kB reporter	NOD2 inhibition	GPR55 LPI antagonism	GPR35 arrestin U2OS	HIV fusion peptide	KOR beta-arrestin-1	KOR beta-arrestin-2	Myeloid diff MLP	Myeloid diff MLP GFP+ MAC1+ %	GPR55 activation
O=C(CN1C(=O)CSc2ncccc21)N1CCOCC1	-1%	12%	10%	4%	1.9%	-16%	-0.5%	i	2.3	-0.3%
Cc1ccc(NC(=O)c2cc(S(=O)(=O)N3CCC4(CC3)OCCO4)ccc2F)cc1	-29%	2%	6%	4%	0.4%	20%	-0.4%	i	0.7	-0.1%
O=C(c1ccco1)N1CCN(C(=O)C2CCCN(S(=O)(=O)c3cccc4nsnc34)C2)CC1 (stereo unspecified)	0%	-5%	-12%	-4%	-1.5%	19%	-12%	i	7.7	0.3%
COc1ccccc1Nc1ccc(S(=O)(=O)N2CCCCC2)cc1[N+](=O)[O-]	-15%	5%	12%	0%	0.3%	19%	-4.4%	i	0.5	-0.2%
CCC1Sc2ccc(S(=O)(=O)CCC(=O)Nc3ccc(OC(F)(F)F)cc3)cc2NC1=O (stereo unspecified)	-2%	10%	4%	-6%	-0.8%	-18%	-0.4%	i	2.5	-0.1%
CCn1nnnc1SCC(=O)Nc1ccc(F)cc1	-5%	-4%	-1%	3%	1.0%	-26%	2.3%	i	0.5	0.1%
CN1CCCCC1=NCCCn1cnc2c1c(=O)n(C)c(=O)n2C	.	18%	24%	-2%	-3.0%	-5%	-0.7%	i	12	0.2%
CCC(C)c1ccccc1OCCCN(C)Cc1ccccc1 (stereo unspecified)	-26%	-4%	-2%	-1%	-1.8%	-16%[20 µM]	-7.2%	i	0.5	-0.1%
COc1ccc(NC(=O)CCNC(=O)c2ccco2)cc1S(=O)(=O)N(C)C	-8%	5%	-16%	2%	-2.8%	0%	-2.0%	i	0.4	0.2%
COc1ccc(NC(=O)c2cc(=O)[nH]c3ccccc23)cc1	4%	0%	-2%	-12%	-0.2%	9%	4.3%	i	0.3	-0.1%
CC(C)(C)c1ccc(C(=O)NC(=S)Nc2nc3c(s2)CCCC3)cc1	23%	60%*	11%	1%	1.1%	12%	-5.0%	i	0.4	1.2%
Cc1cccc(N(NC(=O)C(C)(C)O)C(=O)c2ccccc2)c1	5%	-8%	5%	-17%	-4.2%	-11%	-0.3%	i	1.1	-0.2%
O=C(NNC(=S)NCc1ccco1)c1ccccc1Br	-24%	-4%	24%	6%	0.1%	34%	-3.0%	i	1.1	-0.1%
Cc1[nH]c2ccccc2c1/C=C/C(=O)c1ccncc1	8%	-6%	-1%	12%	9.1%	26%	9.2%	+	0.6*	-0.1%
COc1ccccc1N1CCN(C(=O)c2oc3ccccc3c2C)CC1	4%	-8%	-20%	9%	-0.8%	-20%	-6.2%	i	4.5	0.7%
Cc1cccc(NC(=S)Nc2ccc(Cl)c(Cl)c2)c1	-26%	-13%	-4%	-16%	0.4%	-40%	-5.1%	i	0.0	0.1%
Cc1cc(C)n(-c2nc3c(c(=O)[nH]c(=O)n3C)n2CC(O)COc2ccccc2C)n1 (stereo unspecified)	6%	-1%	6%	4%	0.4%	17%	5.8%	i	1.4	-0.2%
CCOC(=O)c1cnc(SCc2nc(N)nc(Nc3ccc(OC)cc3)n2)nc1N	-3%	9%	4%	-2%	44%	-5%	-1.1%	i	2.0	-0.1%
CC(=O)c1cccc(NC(=O)c2c(C)nn(-c3ccccc3)c2Cl)c1	-30%	-16%	2%	10%	-2.5%	-24%[20 µM]	.	i	0.2	-0.1%
COc1ccc(-c2cc(C(=O)N3CCc4ccccc4C3)no2)cc1OC	-10%	12%	7%	2%	-1.1%	-13%	-0.9%	i	1.6	0.3%
COc1ccc(C(=O)C2CCN(CC(=O)Nc3cc(C)cc(C)c3)CC2)cc1	-5%	-3%	-17%	-2%	1.7%	-46%	4.9%	i	0.7	0.3%
CC(=O)N1CCN(C(=O)c2cc(C)nc3ccccc23)CC1	-14%	17%	12%	-3%	1.3%	-13%[20 µM]	-1.4%	i	1.1	-0.1%
Cc1nnc(NC(=O)CC(NC(=O)C(F)(F)F)c2ccccc2)s1 (stereo unspecified)	-13%	-18%	8%	-3%	3.3%	12%	0.4%	i	0.6	-0.2%
OCC1(Cc2ccccc2)CCN(Cc2cnc(-c3ccc(Cl)cc3)nc2)CC1	21%	8%	5%	0%	0.0%	-19%	5.5%	i	0.0	-0.2%

Bioassay records (PubChem BioAssay)
